From PubChem BioAssay
Ins promoter up: insulin promoter activators in MIN6 cells, imaging, high-content screening, mouse beta cells | MIN6 insulin promoter-GFP reporter; hits give high values | z-score at 5 µM | 190,000 tested, 0.3% active | AID 1625, 2009;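 active = z-score above 3 at 5 µM with at least 500 cells counted in the well; inconclusive = wells under 500 cells, flagged as cytotoxic or low count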
Dynein cargo inh: inhibitors of GR-EGFP nuclear translocation, primary screen, dynein cargo transport inhibitor project, imaging, high-content, 3617.4 mouse cells; test concentration mostly 20 µM; stimulated with dexamethasone, 1 µM; hits give low values; z-score, hits read low; 220,000 tested, 0.47% active; AID 1381, 2008;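 active = plate z-score of nuclear minus cytoplasmic receptor signal below a set negative limit, without overly bright fluorescence or cell loss, cut at about -3.5 in these data, passing the limit was not always enough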;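 also: z-score of nuclear minus cytoplasmic ring GR-EGFP intensity difference per well; some compounds called inactive have numbers as strong as hits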
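Buffer or medium: tet-free, stripped-serum medium; Also added: dexamethasone, 1.0 µM final; Technique: high-content fluorescence imaging after fixation; Times: 48 h induction, 1 h compound, 30 min dex at 37 °C; Read-out: per-cell GR-EGFP intensity, nucleus versus surrounding cytoplasmic ring, well-averaged.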
Autophagy mod: autophagy modulators in MEF cells, primary screen, imaging, high-content, MEF GFP-LC3; calls only at 10 µM (by protocol); MEF GFP-LC3 puncta imaging; test concentration mostly 10 µM; AID 463193, 2010; 190,000 tested, 0.98% active;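 active = percentage of spot-positive cells more than 3 SD above its plate mean, without a fluorescence outlier flag or 80% toxicity; inconclusive = no clear call, values can overlap the other calls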;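 also: spot-positive cell cutoff set from DMSO-treated cells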
HIV fusion peptide: inhibitors of HIV fusion peptide binding, primary screen, biochemical, uHTS, fluorescence dequenching (AID 1986); cell-free peptide binding, fluorescence dequenching, 30 min; higher % means a stronger effect; one-dose inhibition, % at 20 µM; IC50 in µM for titrated hits; 290,000 tested, 0.3% active; in the data active = inhibition mostly above about 52%, no sharp cut-off; inactive = mostly below about 76%; also: some results filed as inactive read as strong as hits
AID2073: inhibitors of Mint1-CaV2.2 protein interaction, biochemical, HTRF (AID 2073) | Voltage-dependent N-type calcium channel subunit alpha-1B (Homo sapiens) | HTRF protein-protein interaction, Mint1-CaV2.2; higher % means a stronger effect | inhibition, % at 20 µM; hits with a dose series show IC50 in µM | 290,000 tested, 0.19% active; in the data active = inhibition mostly above about 51%, no sharp cut-off; inconclusive = no clear call, values can overlap the other calls; inactive = mostly below about 53%; also: some results filed as inactive read as strong as hits
b-catenin transl: modulators of beta-catenin nuclear translocation, primary screen, imaging, HeLa cells, immunofluorescence, high-content. nuclear translocation activity, % at 5 µM. 190,000 tested, 0.3% active;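 active = nuclear translocation activity above 50% at 5 µM, with a well cell count of 50 or more; inconclusive = wells under 50 cells across six images, flagged as toxic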;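 also: per-cell ratio of nuclear to cytoplasmic median beta-catenin stain intensity; plate controls were DMSO negative control for no effect and GSK-3 inhibitor IX positive control for full effect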
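Test system: HeLa cells, endogenous beta-catenin; Compound: single 5 µM dose plus 0.02–20 µM confirmation series; Times: compound exposure 24 h at 37°C; Signal: fluorescence imaging of beta-catenin antibody stain plus DAPI; Read-out: % activation, nuclear-to-cytoplasmic median beta-catenin signal ratio per cell.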
WT yeast gro inh: growth inhibition of WT strain, primary screen, mitochondrial fusion inhibitor project, WT and mutant strains, chemical genetic. mitochondrial fusion phenotypic screen. AID 1362, 2008. 190,000 tested, 2.1% active. inhibition, % at 10 µM; in the data active = inhibition above about 58%; tested in S. cerevisiae
MT stabilize HCS: microtubule stabilizers in HeLa cells, primary screen, imaging, high-content imaging | HeLa tubulin immunostaining HCS, 24 h; share of cells brighter than vehicle mean+2SD | 200,000 tested, 0.83% active | % tubulin-high responders, % at 10 µM;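 active = plate Z-score above 3 for both tubulin-high and condensed-nucleus cell shares, with cell loss under 80%, at 10 µM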;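 also: anti alpha tubulin signal scored within the nucleus-defined area of each cell; some results filed as inactive read as strong as hits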
Yfh1-depleted yeast: enhancers of respiration in Yfh1-depleted yeast, dose response, Friedreich's ataxia, plus single-dose screen (AID 1465) | S. cerevisiae Yfh1-off respiration, WST-1 reduction, 72 h; higher fold induction means a stronger effect | one-dose fold induction at 50 µM; EC50 in µM for titrated hits | 220,000 tested, 0.074% active;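 active = fold induction of absorbance versus untreated yeast above a set limit, then at least 30% activation at any dose in follow-up; inconclusive = repeats straddling the limit, or above it without dose testing; inactive = fold induction below the set limit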;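 also: activators that raise dye reduction in frataxin-depleted yeast; strong numbers were not always called active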
WT yeast gro inh mutant strain: second read-out of WT yeast gro inh, no call of its own (marks repeat the call); inhibition, %; mitochondrial fusion phenotypic screen, mutant strain inhibition
Dynein cargo inh cytoplasmic EGFP: also measured in Dynein cargo inh; calls as there; z-score; measured here: cytoplasmic GR-EGFP intensity; hits give high values
Dynein cargo inh nuclear GR-EGFP: recorded beside Dynein cargo inh, whose call it bears; z-score; measured here: nuclear GR-EGFP intensity;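 lower value marks the stronger effect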
Dynein cargo inh cell count: further read-out of Dynein cargo inh, marked with its call; z-score; measured here: cell count per field
Ins promoter up cell count: second read-out of Ins promoter up, no call of its own (marks repeat the call); cell count; measured here: cytotoxicity, nuclei count;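 total cells summed across four imaged fields per well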
b-catenin transl cell count 5 µM: further read-out of b-catenin transl, marked with its call; cell count; measured here: cell count, cytotoxicity flag
MT stabilize HCS Hoechst-high %: further read-out of MT stabilize HCS, marked with its call; % Hoechst-high responders; measured here: nuclear condensation Hoechst responders;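 share of cells brighter than vehicle mean plus two SD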
MT stabilize HCS cytotoxicity %: further read-out of MT stabilize HCS, marked with its call; toxicity, %; measured here: cytotoxicity by cell density;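 0% = mean cell density of plate MIN control wells and 100% = no cells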
Autophagy mod cell loss 18 h: second read-out of Autophagy mod, no call of its own (marks repeat the call); toxicity, %; measured here: cell loss, nuclei count;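 cell loss after 18 h compound exposure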
Numbers without * were called inactive; i = inactive; ? = inconclusive; · = not tested or not shown; + = active, no number.

SMILES	Ins promoter up	Ins promoter up cell count	Dynein cargo inh	Dynein cargo inh cytoplasmic EGFP	Dynein cargo inh nuclear GR-EGFP	Dynein cargo inh cell count	Autophagy mod	Autophagy mod cell loss 18 h	HIV fusion peptide	AID2073	b-catenin transl	b-catenin transl cell count 5 µM	WT yeast gro inh	WT yeast gro inh mutant strain	MT stabilize HCS	MT stabilize HCS Hoechst-high %	MT stabilize HCS cytotoxicity %	Yfh1-depleted yeast
COc1cc(C(=O)N(CCc2ccccc2)C2=CC3CCC(C2)N3C)cc(OC)c1OC (stereo not drawn)	0.03	1106	0.47	-0.23	0.23	-0.12	i	2	3.9%	0%	-2.1	1261	-4	-8	2.8	1.4	0.7	i
O=C1c2ccccc2C(=O)N1c1ccc(-c2nc3ccccc3o2)cc1	-0.08	1691	1.3	-0.2	1.1	-0.15	+	1.2*	-0.5%	68%*	2.3	1419	-6	-5	3.5	4.6	5.2	i
CCOc1ccc(CN(C)CC(=O)NCc2ccccc2)cc1	·	·	0.78	-0.16	0.16	0.78	·	·	-1.2%	-3%	0.6	1129	·	·	·	·	·	i
CC(=O)N(Cc1nc2sc(C)c(C)c2c(=O)[nH]1)C1CCCC1	-0.27	1601	0.16	-0.3	0.33	-0.41	i	-10	-0.9%	-7%	3.8	929	-26	-20	2.9	1.7	6.1	i
CCc1nnc(NC(=O)CSc2ccc(-c3ccccc3OC)nn2)s1	-0.61	1108	-0.7	-0.18	-0.27	0.57	i	-3	0.5%	-7%	1.7	1090	-37	-15	2.2	2.9	4.2	i
CCN1C(=O)/C(=C2/Sc3ccc(OC)cc3N2C)SC1=Nc1ccc(OC)cc1	·	·	0.38	-0.23	0.28	-0.52	i	22	0.1%	2%	-1.3	1106	-18	-5	2.6	1.5	6.2	i
CNC(=O)C(NC(=O)c1ccccc1)=C(C)C	1.9	1179	-0.55	-0.26	-0.15	0.76	·	·	-1.3%	3%	-1.1	1400	·	·	·	·	·	i
O=C1c2ccccc2N(Cc2ccc(Cl)cc2)C2=NCCN12	-0.17	1329	0.33	-0.26	-0.018	-0.64	i	-1	1.9%	12%	-0.1	954	-19	-30	2.3	2.1	8.7	i
CCOc1ccccc1N1CCN(CC(=O)N(CC(C)C)c2c(N)n(CC(C)C)c(=O)[nH]c2=O)CC1	-0.14	1305	-1.1	-0.24	-0.74	0.48	i	3	1.9%	8%	-4.5	1217	5	5	1.9	2.5	5.9	i
CCn1cc(C(=O)OCC(=O)c2ccc(Cl)cc2)c(=O)c2ccc(C)nc21	·	·	-0.45	-0.17	-0.14	0.038	i	3	-0.9%	-9%	-0.1	1116	6	-15	2.6	2.4	1.5	i
O=C(CSc1nc(-c2ccccc2)c(-c2ccccc2)[nH]1)N1CCN(S(=O)(=O)c2ccccc2)CC1	·	·	0.051	-0.16	-0.14	0.44	i	-2	-1.5%	-6%	-11	1039	8	16	4.5	3.0	2.0	i
COc1ccc2c(c1)C(=O)C(=O)N2	0.65	1288	0.45	-0.093	0.61	-1.1	i	-20	-2.7%	-4%	0.0	938	-4	14	2.8	2.8	4.7	i
CN(CC(=O)Nc1ccccc1[N+](=O)[O-])Cc1ccc(Br)cc1	-0.47	1137	-0.95	-0.34	0.21	0.97	i	14	-0.7%	-2%	-1.0	1058	36	26	2.1	1.1	8.8	i
CCN1CCN(S(=O)(=O)c2ccc(S(=O)(=O)NCC3CCCO3)cc2)CC1 (stereo not drawn)	-0.03	772	-0.073	-0.43	-0.0048	0.031	i	8	1.1%	8%	-0.7	1167	-11	35	4.5	1.8	3.0	i
O=C(/C=C(\O)c1ccc(Cl)cc1)C(=O)NNC(=O)C(O)(c1ccccc1)c1ccccc1	0.12	1409	-0.32	-0.029	-0.008	0.5	i	-2	-1.9%	12%	-3.7	965	-8	8	3.5	1.5	8.6	i
CC(C)c1cc(Br)ccc1OCCN1C(=O)NC(C)(C)C1=O	-0.31	1488	-1.1	-0.33	-0.48	1.6	i	16	-0.9%	-4%	4.2	782	10	1	2.2	2.7	5.4	i
CCCCS/C(N)=N/N=C/c1ccccc1O	·	·	-0.76	0.74	-0.34	0.49	i	-1	-0.8%	13%	-14	1228	24	18	1.4	1.5	11	i
Cc1ccsc1/C=N/NC(=O)CNC(=O)c1ccc(S(=O)(=O)N2CCOCC2)cc1	-0.36	1528	3.7	-0.16	2.6	-2.1	i	-6	0.6%	6%	-0.5	1025	18	-2	2.7	2.3	1.1	i
COc1ccc(NC(=S)NC(NC(C)=O)C(Cl)(Cl)Cl)c([N+](=O)[O-])c1 (stereo not drawn)	-0.17	1472	-0.62	-0.24	-0.28	0.1	i	1	5.1%	-13%	-0.4	1150	-9	3	3.2	2.4	11	i
Cc1ccc(-c2cc3nc(-c4ccccc4)cc(N)n3n2)cc1	0.6	1827	-0.047	-0.23	-0.19	0.44	i	11	-2.2%	13%	0.9	1079	4	-1	4.1	1.5	8.0	i
Cc1cccc(Nc2nc(CC(=O)O)cs2)c1	0.34	1175	-0.15	-0.12	0.5	-0.93	i	-3	2.4%	0%	-1.9	1047	-9	6	3.4	4.5	7.8	i
Cc1ccc(C2C(C#N)=C(N)SC(N)=C2C#N)cc1	0.14	1154	-0.76	-0.23	-0.4	0.83	i	-27	-0.7%	44%	0.0	1079	25	25	2.9	1.7	10	·
Cc1cc(C)n(-c2ccc(C(=O)OCC(=O)c3ccc(Br)s3)cc2)n1	0.01	1250	-0.34	0.4	0.081	-1.2	i	1	0.2%	25%	-5.7	893	30	3	2.0	2.5	12	i
CCCCC(NC(=O)c1cccc(Br)c1)C(=O)O (stereo not drawn)	1.9	1401	0.1	-0.28	-0.23	0.98	i	-4	0.1%	14%	-0.2	1572	-4	7	1.0	2.0	4.0	i
c1cncc(-c2nnc3n2C2(CCCCC2)Cc2ccccc2-3)c1	0.38	1445	0.16	-0.21	0.71	-0.62	i	16	1.7%	-3%	-0.1	1464	12	5	2.3	1.3	5.6	i
O=C(COc1cc(Cl)c(Cl)cc1Cl)NCCN1CCOCC1	0.22	1694	0.045	-0.24	0.045	0.36	i	31	-2.3%	1%	-0.4	1087	-13	-3	2.7	2.0	0.9	i
COCCNC(=S)N1CCCC(CO)C1 (stereo not drawn)	1.1	1520	0.17	-0.21	0.61	0.028	i	-7	-2.3%	-15%	6.5	848	-17	-7	1.4	1.3	6.3	i
Cc1cc(-c2nc3cccnc3s2)ccc1NS(=O)(=O)c1cccs1	-0.22	1326	1.2	-0.16	1.1	-1.7	i	25	3.4%	23%	-0.3	979	-16	-5	1.5	1.2	11	i
CC(C)=C(NC(=O)c1ccco1)C(=O)NCCc1nc2ccccc2[nH]1	0.84	894	-0.99	0.18	-0.29	1.1	i	8	1.8%	3%	-8.7	1223	0	1	3.9	3.3	6.3	i
Cc1ccc(OCc2nnc(SCc3cc(=O)[nH]c4ccccc34)o2)cc1	0.58	1248	0.79	-0.23	0.56	-0.48	i	-5	0.2%	-8%	3.0	1114	·	·	3.4	2.5	7.9	i
C=CCn1c(=O)/c(=C2/Sc3ccccc3N2CC)s/c1=C1/C(=O)NN=C1C	0.68	1068	-0.37	-0.24	-0.27	0.94	i	27	16%	-3%	0.7	1485	-7	-12	2.2	2.8	3.7	i
CC1(C)COC(/C=C/c2ccc([N+](=O)[O-])cc2)=N1	?	·	-4.1*	0.8*	-2*	0.48*	i	-8	7.5%	-4%	32	395	9	16	18*	24*	35*	i
COc1ccc(-c2nc(NC(=O)c3n[nH]c(=O)c4ccccc34)sc2C)cc1	-1.7	1070	-0.068	-0.28	-0.37	-0.055	i	10	3.4%	15%	·	·	-17	2	2.9	2.2	8.9	i
COc1cc2c(=O)n(Cc3ccco3)c(=O)n(CC(=O)c3cccc(Br)c3)c2cc1OC	-0.39	1536	0.31	-0.19	0.34	-0.52	i	-4	1.1%	19%	-0.8	1373	-3	-8	8.1	4.5	11	i
CC(=O)Nc1cccc(NC(=O)c2ccco2)c1	0.11	1302	-0.81	-0.17	-0.13	0.36	i	-1	0.2%	-2%	-1.2	1123	3	5	3.3	4.0	6.5	i
N/C(=N\OC(=O)c1cc([N+](=O)[O-])ccc1Cl)c1cccnc1	-0.08	988	0.38	0.084	0.67	-1	·	·	-1.3%	3%	-0.7	1327	·	·	·	·	·	i
CC1(C)Cc2c(sc3ncnc(N)c23)CO1	-0.38	1203	-0.42	0.12	0.13	1.8	i	-3	0.0%	6%	-1.3	1092	9	4	1.8	0.2	26	i

Not a hit list; any-hit rate near 4.2%.
